# E-selectin induc: E-selectin induction in HUVECs, primary screen, imaging, HUVEC, immunofluorescence imaging, single point. P16581. normalized: neutral wells 0, TNF-alpha wells 100. activation, % at 7.58 µM. 260,000 compounds, 0.37% hits;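 active = mean E-selectin-positive cell signal at least 10% of the positive control, reached in at least 60% of replicates, without over 20% cell loss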;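 also: in these data hits start at about 27%; measured in HUVEC primary endothelial cells; signal is the percent of cells scored E-selectin positive by PE staining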
# Target sequence (P16581 whole entry, looked up): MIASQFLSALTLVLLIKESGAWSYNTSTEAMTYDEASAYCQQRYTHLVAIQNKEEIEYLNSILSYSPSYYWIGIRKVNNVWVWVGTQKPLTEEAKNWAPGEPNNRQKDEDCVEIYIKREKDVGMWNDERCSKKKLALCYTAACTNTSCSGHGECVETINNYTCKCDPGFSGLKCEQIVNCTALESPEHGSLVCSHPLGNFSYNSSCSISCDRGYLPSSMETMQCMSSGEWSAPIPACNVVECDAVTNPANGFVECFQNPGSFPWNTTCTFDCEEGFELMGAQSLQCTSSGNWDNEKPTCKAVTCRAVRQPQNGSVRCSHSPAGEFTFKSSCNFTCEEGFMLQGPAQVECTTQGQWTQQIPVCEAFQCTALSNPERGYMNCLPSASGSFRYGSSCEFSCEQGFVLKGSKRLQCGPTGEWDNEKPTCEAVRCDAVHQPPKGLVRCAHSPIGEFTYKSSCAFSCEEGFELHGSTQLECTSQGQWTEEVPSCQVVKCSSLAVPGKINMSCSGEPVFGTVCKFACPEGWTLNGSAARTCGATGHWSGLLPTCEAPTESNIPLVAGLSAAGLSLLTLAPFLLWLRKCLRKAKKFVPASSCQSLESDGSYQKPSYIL
#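 material = human umbilical vein endothelial cells (HUVEC), E-selectin induction | quantity = 3,000 cells/well | medium = EGM-2 growth medium on 0.1% gelatin-coated wells | technique = immunofluorescence imaging | read-out basis = % PE-positive cells | control set = TNF-alpha positive control, DMSO neutral control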
# RAD52 inh: RAD52 DNA annealing inhibitors, primary screen, biochemical, FRET, single point, set 2; DNA repair protein RAD52 homolog (Homo sapiens), P43351; recombinant RAD52 DNA annealing, FRET fluorescence; inhibition, % at 18.7 µM; AID 651710, 2012; 360,000 compounds, 0.46% hits;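 active = every replicate showing at least 50% inhibition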
# Target sequence (P43351 whole entry, looked up): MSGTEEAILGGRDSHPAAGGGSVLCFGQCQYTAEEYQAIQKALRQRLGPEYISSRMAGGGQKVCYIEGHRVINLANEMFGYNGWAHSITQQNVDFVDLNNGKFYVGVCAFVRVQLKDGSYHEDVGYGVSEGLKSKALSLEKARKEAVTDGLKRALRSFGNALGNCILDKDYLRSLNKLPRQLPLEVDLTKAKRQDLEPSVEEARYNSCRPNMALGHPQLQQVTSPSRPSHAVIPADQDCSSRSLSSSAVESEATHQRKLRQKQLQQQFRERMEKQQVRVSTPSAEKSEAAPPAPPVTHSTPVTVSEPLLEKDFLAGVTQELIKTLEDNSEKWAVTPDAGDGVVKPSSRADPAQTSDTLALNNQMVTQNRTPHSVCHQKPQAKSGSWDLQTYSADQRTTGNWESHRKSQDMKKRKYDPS
# esBAF inh: Bmi1 luciferase reporter increase in mESCs, primary screen, esBAF inhibitor project, mouse ES cells, Bmi1 luciferase knock-in, single point | 24 h; 100% = twice the neutral-well signal | reporter increase, % at 12.5 µM | 350,000 compounds, 2% hits; in the data active = activation above about 40%;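 also: 0% = median of the plate's neutral control wells and 100% = double that signal; a rise in the Bmi1 reporter signal indicates esBAF inhibition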
# ARNT TACC3 PPI: disruptors of ARNT/TACC3 protein interaction, primary screen, biochemical, AlphaScreen, single concentration; Transforming acidic coiled-coil-containing protein 3 (Homo sapiens), Q9Y6A5; AlphaScreen His-ARNT PAS-B/GST-TACC3 binding, luminescence; TACC3 fragment carries E629A point mutation; inhibition, % at 9.99 µM; 390,000 compounds, 0.66% hits; AID 623870, 2012;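 active = mean inhibition of replicates at least 50% and at least half of replicates each reaching 50%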;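 also: 0% = complete ARNT plus TACC3 wells and 100% = ARNT alone without TACC3; many hits fall short of the cut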
# ERp5 inh: inhibitors of ERp5-driven insulin aggregation, primary screen, biochemical, turbidity, absorbance 650 nm, single point; Protein disulfide-isomerase A6 (Homo sapiens), Q15084; 90 min; inhibition, % at 9.99 µM; 350,000 compounds, 0.05% hits; AID 651711, 2012;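 active = mean replicate inhibition above about 25%, with every replicate also reaching it, limit read from the data, passing the limit was not always enough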
# RAD54 branch: inhibitors of human RAD54 branch migration, primary screen, biochemical, fluorescence, single point. 360,000 compounds, 0.14% hits. inhibition, % at 10.4 µM. RAD54 Holliday junction branch migration, FAM/BHQ fluorescence;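 active = mean normalized replicate activity at least 40 and at least half of replicates scoring 40 or more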;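 also: 0% = median of neutral control wells and 100% = median of positive control wells; inhibitors cause a drop in the FAM fluorescence signal; in these data hits start at about 50%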
# PglD DTNB: C. jejuni PglD acetyltransferase inhibitors, primary screen, biochemical, DTNB colorimetric, single point; UDP-N-acetylbacillosamine N-acetyltransferase PglD (Campylobacter jejuni); AID 602405, 2012; 360,000 compounds, 0.098% hits; purified PglD enzyme, DTNB colorimetric CoA detection; inhibition, % at 12.5 µM; in the data active = inhibition above about 16%, passing the limit was not always enough; also: strong numbers were not always called active
# Casp6 inh: human caspase-6 inhibitors, primary screen, biochemical, VEID-R110 fluorescence, single point, set 2; purified caspase-6, Z-VEID-R110 cleavage fluorescence; inhibition, % at 12.5 µM; P55212; 350,000 compounds, 0.53% hits;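 active = mean inhibition across replicates at least about 35%, with every replicate also reaching that limit, limit read from the data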;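 also: 0% = median of neutral control wells and 100% = no fluorescence left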
# * marks the source's active call; other numbers are inactive results; . = no result given. Outcome played no part in choosing rows; about 3.2% have a hit in one of these screens.
Molecule,E-selectin induc,RAD52 inh,ARNT TACC3 PPI,esBAF inh,Casp6 inh,RAD54 branch,ERp5 inh,PglD DTNB
COc1ccc(CN2CCN(C(=O)c3ccc(CNS(=O)(=O)c4ccc(C)cc4)cc3)CC2)c(OC)c1OC,0.0,-11,-2,10,-2,0,-9,-6
C[C@@H]1CN([C@H](C)CO)C(=O)c2c(c3ccccc3n2C)-c2ccccc2CO[C@H]1CN(C)S(=O)(=O)c1cccc(C#N)c1,2.3,16,3,1,-2,2,-2,5
Cc1noc(C)c1S(=O)(=O)N(C)C[C@@H]1OCCCC[C@H](C)Oc2ccc(NC(=O)Nc3ccc(F)cc3)cc2C(=O)N([C@H](C)CO)C[C@H]1C,0.1,14,0,4,0,-1,-2,-4
COc1ccccc1CNS(=O)(=O)c1ccc(-c2cnc(C3CC3)o2)cc1,0.5,-11,3,-14,3,-2,13,0
O=C(NCC1CCCN1S(=O)(=O)c1ccccc1)C(=O)NC1CC1 (centres undefined),0.0,-10,-6,2,-4,2,-1,-7
O=C(COc1ccccc1)N1CCN(C(=O)Cc2ccccc2)CC1,.,.,2,-2,.,-7,.,-4
CC(C)[C@H]1COCc2cn(nn2)CC[C@@H](Cc2ccccc2)C(=O)N1,-0.1,6,.,.,2,.,4,.
CC(=O)Nc1nc(CCN2C(=O)c3ccccc3C2=O)cs1,0.6,-5,-8,.,1,.,2,.
COc1ccc(-c2cc3cc(OC)c(OC)cc3c(C)n2)cc1,.,-11,-2,26,-1,8,0,-1
Cc1ccc(/C=N/NC(=O)NC23CC4CC(CC(C4)C2)C3)o1,0.4,-9,16,40,6,11,4,-5
Cc1nc2ccccc2nc1N1CCCC1,-0.2,-6,-2,6,1,5,-4,-3
COc1ccc(/C=C2\N=C(SC)N(c3ccccc3OC)C2=O)cc1,.,-11,0,10,-1,-2,1,0
COCc1[nH]nc2c1C(c1ccccc1)N(c1ccccc1)C2=O (centres undefined),0.0,-6,.,.,-1,.,3,.
Brc1ccc(-c2csc(N3CCc4ccccc4C3)n2)cc1,.,.,0,-2,.,1,.,5
Cc1ccc(C(=O)NCCNC(=O)c2ccco2)cn1,0.0,-9,4,3,-4,-6,3,-1
COCC#Cc1cnc2c(c1)C(=O)N([C@@H](C)CO)C[C@H](C)[C@@H](CN(C)S(=O)(=O)c1cccc(OC)c1)O2,-0.2,6,-4,-2,-1,-6,-5,1
O=C(c1ccccc1)c1coc(-c2ccccc2)c1,0.6,-9,-10,.,-1,.,8,.
COc1cc(CN(CCN(C)C)Cc2ccccc2)ccc1OCc1ccccc1,.,37,7,-4,-15,6,4,0
COC(=O)[C@@]12CCCCN1[C@H](c1ccc(-c3ccccc3)cc1)[C@@H]1C(=O)N(C)C(=O)[C@@H]12,0.3,-3,-12,-2,1,5,-2,2
COC(=O)c1ccc(S(=O)(=O)NNC(=O)COc2ccc(C)cc2)cc1,.,.,-9,8,.,12,.,-2
COc1ccccc1NC(=O)CN1C(=O)CSC(C)C1=O (centres undefined),.,-14,-2,-6,1,4,-7,1
C/C(=N\NS(=O)(=O)c1ccccc1)c1ccc2c(c1)OCO2,3.9,-7,-4,31,2,0,-2,1
Cc1nc2ccc(-c3ccccc3)cc2o1,.,.,-9,31,.,-2,.,-1
CCCCN(C(=O)c1cccc(C)c1)c1c(N)n(CCC)c(=O)[nH]c1=O,.,-7,2,1,2,-8,-2,-7
CNS(=O)(=O)c1cn(CC(=O)NCc2ccc(N(C)C)cc2)cc1S(=O)(=O)NC,0.1,-15,33,7,1,-1,2,-6
CCCN1C[C@H](C)[C@H](OC)CN(C)C(=O)c2ccc(NS(C)(=O)=O)cc2OC[C@H]1C,-0.1,2,-2,-3,-7,-7,0,0
CCOc1ccccc1N(CC(=O)NC1CCCCC1)C(=O)CCCC(=O)Nc1ccccn1,.,.,-3,8,.,4,.,-5
C[C@H]1CCCCO[C@@H](CN(C)C(=O)Nc2ccccc2)[C@@H](C)CN([C@@H](C)CO)C(=O)c2cc(NS(C)(=O)=O)ccc2O1,0.0,-1,-4,-5,-2,4,3,-2
C=CCN1C(=O)[C@]2(OCCC=C[C@H]2C)c2cc(OC)ccc21,-0.2,-9,.,.,-1,.,6,.
Cc1ccc(NC(=O)CCNS(=O)(=O)c2ccccc2F)cc1S(=O)(=O)N1CCOCC1,0.4,-11,1,.,3,.,-8,.
Cc1cc(=O)[nH]c(SCn2nnc3ccccc3c2=O)n1,.,.,-12,-1,.,-2,.,-2
CC(C)C(=O)Nc1ccnc(-c2cccnc2)n1,.,7,2,-4,-1,-3,1,-2
COC(=O)C1C(c2ccccc2)C(C(=O)OCc2ccco2)C1c1ccccc1 (centres undefined),.,-18,-6,.,3,.,7,.
Cc1ccc2c(c1)N(CC(=O)N(Cc1ccccn1)Cc1ccco1)C(=O)C(C(C)C)O2 (centres undefined),.,.,-55,-8,.,4,.,9
Cc1cc2ccccc2c(=O)n1CC(=O)NCC(=O)N1CCCC1,.,.,2,8,.,0,.,1
O=C1CCCN1CCCNC(=S)Nc1ccc(Cl)cc1Cl,.,-4,-7,5,1,-11,5,1
O=P(CCO)(c1ccccc1)c1ccccc1,.,4,-5,.,3,.,-1,.
C[C@@H]1CN([C@H](C)CO)C(=O)c2cc(C#CC3CC3)cnc2O[C@@H]1CN(C)Cc1cccc(C(=O)O)c1,-0.6,-2,-3,-7,.,3,0,-3
O=[N+]([O-])c1ccc2c(c1)Nc1nc3ccccc3nc1N2,.,-19,7,47*,2,-9,-1,-3
CN1CCN(Cc2nc3cc(NC(=O)COc4ccc([N+](=O)[O-])cc4)ccc3n2C)CC1,.,7,7,0,-17,7,4,1

# 10 entries already listed, arranged by length of the SMILES, low to high.
Molecule,E-selectin induc,RAD52 inh,ARNT TACC3 PPI,esBAF inh,Casp6 inh,RAD54 branch,ERp5 inh,PglD DTNB
O=P(CCO)(c1ccccc1)c1ccccc1,.,4,-5,.,3,.,-1,.
O=C1CCCN1CCCNC(=S)Nc1ccc(Cl)cc1Cl,.,-4,-7,5,1,-11,5,1
Cc1cc(=O)[nH]c(SCn2nnc3ccccc3c2=O)n1,.,.,-12,-1,.,-2,.,-2
Cc1cc2ccccc2c(=O)n1CC(=O)NCC(=O)N1CCCC1,.,.,2,8,.,0,.,1
O=[N+]([O-])c1ccc2c(c1)Nc1nc3ccccc3nc1N2,.,-19,7,47*,2,-9,-1,-3
C=CCN1C(=O)[C@]2(OCCC=C[C@H]2C)c2cc(OC)ccc21,-0.2,-9,.,.,-1,.,6,.
COC(=O)C1C(c2ccccc2)C(C(=O)OCc2ccco2)C1c1ccccc1 (centres undefined),.,-18,-6,.,3,.,7,.
Cc1ccc(NC(=O)CCNS(=O)(=O)c2ccccc2F)cc1S(=O)(=O)N1CCOCC1,0.4,-11,1,.,3,.,-8,.
Cc1ccc2c(c1)N(CC(=O)N(Cc1ccccn1)Cc1ccco1)C(=O)C(C(C)C)O2 (centres undefined),.,.,-55,-8,.,4,.,9
C[C@H]1CCCCO[C@@H](CN(C)C(=O)Nc2ccccc2)[C@@H](C)CN([C@@H](C)CO)C(=O)c2cc(NS(C)(=O)=O)ccc2O1,0.0,-1,-4,-5,-2,4,3,-2

# (further entries)
Molecule,E-selectin induc,RAD52 inh,ARNT TACC3 PPI,esBAF inh,Casp6 inh,RAD54 branch,ERp5 inh,PglD DTNB
O=C(CSc1nc2ccccc2s1)NC1CCS(=O)(=O)C1 (centres undefined),.,.,2,-2,.,-6,.,11
CCc1ccccc1N(C(C)=O)c1nc(CN=C=S)cs1,0.1,-13,-5,-3,-5,0,1,5
C[C@@H]1CN([C@H](C)CO)S(=O)(=O)c2ccc(C#CC3(O)CCCC3)cc2O[C@@H]1CN(C)C(=O)Nc1ccccc1,0.2,-15,2,-4,0,3,0,2
CCc1ccc(CNC(=O)C2Cc3cc(S(=O)(=O)N4CCCC4)ccc3N2C(C)=O)cc1 (centres undefined),.,-4,5,13,2,0,-5,-4
COc1ccc2c3n(nc2c1)CCN=C3c1ccc(C)cc1,-0.2,-15,8,5,0,-5,2,-2
COc1cc(NC(=O)c2noc(C)c2[N+](=O)[O-])c(OC)cc1Cl,.,-2,-5,-3,0,-2,-2,-1
CCS(=O)(=O)N1CCC(C(=O)N2CCOCC2)CC1,.,-12,-8,-7,2,3,3,1
Nc1ncnc2c1ncn2[C@@H]1O[C@H](CNCc2ccc(OCC(=O)Nc3nccs3)cc2)[C@@H](O)[C@H]1O,0.1,-12,1,1,0,-6,-4,-1

# An excerpt from above, limited to Casp6 inh.
canonical_smiles | Casp6 inh
CCS(=O)(=O)N1CCC(C(=O)N2CCOCC2)CC1 | 2
CCc1ccc(CNC(=O)C2Cc3cc(S(=O)(=O)N4CCCC4)ccc3N2C(C)=O)cc1 (centres undefined) | 2

# (cont.)
Molecule,E-selectin induc,RAD52 inh,ARNT TACC3 PPI,esBAF inh,Casp6 inh,RAD54 branch,ERp5 inh,PglD DTNB
Oc1ccc(C=Nc2cccc3ncccc23)c(O)c1,-0.3,.,5,.,.,1,.,5
CN(Cc1ccc2c(c1)CCCN2C)C(=O)[C@@H](Cc1ccccc1)NC(=O)[C@H]1O[C@@H](n2ccc(=O)[nH]c2=O)[C@H](O)[C@@H]1O,0.0,-2,.,.,-5,.,5,.
CCOC(=O)c1cc2n(c1C)-c1ccccc1C2=O,.,-15,-1,48*,0,-6,-7,3
C[C@H](CO)N1C[C@H](C)[C@H](CN(C)C(=O)Nc2ccc(C(F)(F)F)cc2)OCCCC[C@H](C)Oc2ccc(NC(=O)Nc3ccccc3)cc2C1=O,-0.2,-14,8,-7,1,3,6,0
CCCn1c2c(c(O)c(C(=O)Nc3ncccc3C)c1=O)CCCC2,.,.,-4,-2,.,-4,.,5
Cc1ccc(S(=O)(=O)Nc2ccc3c(c2)C(=O)N([C@@H](C)CO)C[C@@H](C)[C@@H](CN(C)C(=O)Nc2ccc4c(c2)OCO4)OCCCC[C@@H](C)O3)cc1,-0.2,1,27,17,-2,-10,4,-2
CCOc1ncccc1C(=O)OCC(=O)N1c2ccccc2CC1C (centres undefined),.,-10,.,-5,0,13,3,1
CC(C)CC1NC(=O)N(CCCCN2C(=O)c3ccccc3C2=O)C1=O (centres undefined),1.4,-15,-1,.,-3,.,-1,.
O=C(OCc1nnc(-c2ccccc2)o1)C1CCN(S(=O)(=O)c2cccs2)CC1,.,.,-16,-6,.,0,.,-2
COc1ccc(NC(=O)N(C)C[C@H]2OCCCC[C@H](C)Oc3ccc(NC(=O)Nc4c(C)noc4C)cc3C(=O)N([C@H](C)CO)C[C@@H]2C)cc1,-0.1,6,-1,0,-2,-2,-2,-1
CN(C)CCO[C@@H](c1ccc(Cl)cc1)c1ccccn1,0.7,-6,1,5,-6,-5,5,-3
